Screening results from PubChem BioAssay.
KCNK3 block = human KCNK3 channel inhibition, primary screen | 0.84% of 340,000 active | B-score at 10 µM | O14649 | CHO-KCNK3 thallium flux, FluxOR fluorescence; hits give low values;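 active = B-score under library mean minus 4 SD, starting fluorescence ratio at most library mean plus 5 SD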;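 also: more negative B-score means stronger inhibition of thallium flux through KCNK3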
KCNQ1 act = potentiators or activators of human KCNQ1 potassium channel; P51787; CHO-K1 KCNQ1, thallium flux FluxOR fluorescence; hits give high values; B-score at 10 µM; 0.35% of 310,000 active; AID 2648;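 active = fluorescence ratio B-score, a plate-corrected score, at least three library SD, with initial intensity B-score within 5 SD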
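Schedule – 37 °C overnight plating, 90-min dark dye load, 20-min compound pretreatment · System – stable KCNQ1 CHO-K1 line · Probe or stimulus – thallium- and potassium-containing depolarizing buffer · Measured by – kinetic FluxOR fluorescence, 10 s baseline plus 110 s post-stimulus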
HDAC3 inh = blocks human histone deacetylase 3 | 0.15% of 320,000 active | O15379 | recombinant HDAC3, fluorogenic peptide/trypsin coupled, fluorescence | inhibition, % at 8.3 µM; in the data active = inhibition above about 26%, passing the limit was not always enough
GSK3B inh = blocks human GSK3beta kinase activity | AID 2097 | activity score (negative = inhibition), % at 10 µM | 0.038% of 300,000 active | GST-GSK3beta kinase, ADP-Glo luminescence, 60 min; hits give low values;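 active = more than half of replicate wells score below -50%, meaning over 50% inhibition versus plate controls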;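 also: 0% = median DMSO wells and -100% = median GW8510 positive control wells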
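Test system: GST-tagged human GSK3beta kinase, cell-free; evaluation: activity score scaled between in-plate DMSO and GW8510 controls; measured by: ADP-Glo luminescence; incubation: 60 min reaction, RT; benchmarks: DMSO and 20 µM GW8510; reagent: peptide substrate plus 25 µM ATP (final); medium: Tris/MgCl2 kinase buffer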
PolyA inh = inhibitors of polyadenylation in S. cerevisiae. 0.02% of 300,000 active. calls only at 12 µM. S. cerevisiae SKY197-pL101 polyadenylation reporter, beta-gal luminescence; efflux-impaired pdr1/pdr3 knockout yeast; score 100 = 6 SD above DMSO;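 active = lowest replicate activity score at least 50, where 100 means six control SD above control mean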;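 also: yeast exposed to compound for 9 h at 30 °C; higher score means more reporter readthrough which indicates perturbed polyadenylation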
DYRK1A inh = inhibitors of rat Dyrk1A kinase | 0.43% of 310,000 active | ADP-Glo luminescence, NFATc1 peptide | inhibition, % at 12.5 µM | Q63470; in the data active = inhibition above about 50%;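 also: plate controls were vehicle with enzyme for no effect and no enzyme for full effect; many of its hits are not listed in these tables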
RGS4 act = RGS4 potentiation or activation | HEK293 M3R/inducible RGS4, carbachol calcium flux Fluo4; hits give low values | B-score at 10 µM | 0.92% of 310,000 active;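 active = B-score of the integrated calcium signal more than 4 SD below the library mean, with starting fluorescence not abnormally high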;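 also: negative B-score means reduced calcium response which marks RGS4 activation or potentiation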
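Also added: carbachol at ECmax as muscarinic agonist stimulus; Assay system: HEK293 cells with stable M3R and inducible RGS4; Timing: overnight RGS4 induction, 30 min dye load 37 °C, 20 min compound RT; Measured by: Fluo4-AM (2 µM) calcium-flux fluorescence, kinetic read.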
hERG rescue = compounds protecting human hERG from proarrhythmic drug block; activation (rescue from dofetilide block), less the hit threshold, % at 10 µM; Q12809; 0.51% of 310,000 active; CHO-hERG, FluxOR thallium flux, dofetilide IC70 present;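 active = activation above the mean of controls blocked by dofetilide plus 5 SD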;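 also: thallium influx through hERG after potassium depolarization seen as dye fluorescence rise; in these data hits start at about 4.7%; inactives centre near -7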
KCNQ1 inh = human KCNQ1 channel inhibition. P51787. CHO-K1 KCNQ1, FluxOR thallium flux fluorescence; hits give high values. 1.3% of 310,000 active. B-score at 10 µM;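 active = compounds whose thallium flux B-score, printed positive for inhibition, exceeds three library SD while starting fluorescence stays within three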;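 also: channel opened by potassium depolarization with thallium stimulus after 20 min compound exposure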
GSK3A inh = blocks human GSK-3 alpha kinase; P49840; ADP-Glo luminescence, 60 min; inhibition, % at 10 µM; 0.1% of 320,000 active; AID 2650;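 in the data active = inhibition above about 50%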;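 also: GST-tagged GSK-3 alpha with peptide substrate and 25 µM ATP; 0% = DMSO neutral wells and 100% = GW8510 positive control wells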
Target sequence (P49840 whole entry, looked up): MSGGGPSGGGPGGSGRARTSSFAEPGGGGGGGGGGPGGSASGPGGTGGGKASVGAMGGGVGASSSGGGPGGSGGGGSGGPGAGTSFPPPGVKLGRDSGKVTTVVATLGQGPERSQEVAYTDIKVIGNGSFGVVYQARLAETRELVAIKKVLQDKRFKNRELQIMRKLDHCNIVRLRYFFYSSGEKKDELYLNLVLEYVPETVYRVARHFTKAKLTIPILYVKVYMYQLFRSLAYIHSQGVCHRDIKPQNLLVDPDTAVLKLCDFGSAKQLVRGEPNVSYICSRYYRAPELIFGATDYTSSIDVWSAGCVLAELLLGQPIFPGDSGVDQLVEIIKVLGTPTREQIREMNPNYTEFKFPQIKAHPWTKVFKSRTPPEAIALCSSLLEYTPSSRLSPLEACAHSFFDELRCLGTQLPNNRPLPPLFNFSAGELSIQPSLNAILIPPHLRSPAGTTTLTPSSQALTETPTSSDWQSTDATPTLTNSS
KCNK9 inh = inhibitors of human KCNK9 two-pore domain potassium channel. Q9NPC2. HEK293 KCNK9, FluxOR thallium flux fluorescence; hits give low values. B-score at 10 µM. 1.2% of 310,000 active. AID 488922;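 active = ratio B-score over 3 SD below the library mean, with starting fluorescence within 5 SD of its mean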;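 also: negative B-score means less thallium flux so channel inhibition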
* marks the source's active call; other numbers are inactive results; i = inactive. The list is partial, so the mix of outcomes need not match the whole.

Short forms – A = KCNK3 block; B = KCNQ1 act; C = HDAC3 inh; D = GSK3B inh; E = PolyA inh; F = DYRK1A inh; G = RGS4 act; H = hERG rescue; I = KCNQ1 inh; J = GSK3A inh; K = KCNK9 inh
1) CC(C)c1ccc(NC2CCCN(C(=O)c3cccnc3)C2)cc1 (stereo unspecified)
  A: i | B: i | C: 10 | D: 8 | E: i | F: 0 | G: i | H: -8 | I: i | J: -3 | K: i
2) Fc1ccc(NC(=S)NCCc2ccccc2)c(F)c1F
  A: i | B: i | C: 6 | D: -4 | E: i | F: 3 | G: i | H: -8 | I: i | J: 1 | K: i
3) Cc1ccc2cc3cc(C(=O)NC4CCCCC4)oc3nc2c1
  A: i | B: i | C: -2 | D: 1 | E: i | F: -6 | G: i | H: -8 | I: i | J: -1 | K: i
4) COc1ccc(/C=N/NC(=O)C(=O)/C=C2\NC3(CCCC3)Cc3ccccc32)cc1
  A: i | B: i | C: 9 | D: 4 | E: i | F: 0 | G: i | H: -6 | I: i | J: -4 | K: -6.6*
5) COc1ccc(CN(CC(=O)NCc2ccco2)C(=O)CCC(=O)Nc2ccccn2)cc1
  A: i | B: i | C: 5 | D: 2 | E: i | F: -5 | G: i | H: -4 | I: i | J: -2 | K: i
6) O=C1CN2C(=Nc3ccc(Br)cc3C2c2ccccc2)CCN1 (stereo unspecified)
  A: i | B: i | C: 8 | D: 1 | E: i | F: 12 | G: i | H: -9 | I: i | J: 0 | K: i
7) Cc1ccc(OCc2nnnn2-c2ccccc2)cc1
  A: i | B: i | C: 8 | D: -3 | E: i | F: 5 | G: i | H: -3 | I: i | J: -6 | K: i
8) CC(C)NC(=O)Cn1c(SCC(=O)N2c3ccccc3CC2C)nc2ccccc21 (stereo unspecified)
  A: i | B: i | C: -3 | D: -1 | E: i | F: 3 | G: i | H: -12 | I: i | J: 1 | K: i
9) Fc1ccccc1COc1ccc(/C=N/n2cnnc2)cc1
  A: i | B: i | C: 8 | D: 1 | E: i | F: -2 | G: i | H: -7 | I: i | J: -4 | K: i
10) COC(=O)c1ccc(-n2cnc3ccccc32)nc1
  A: i | B: i | C: 1 | D: 0 | E: i | F: 5 | G: i | H: -11 | I: i | J: -1 | K: i
11) Cn1c(SCC(=O)N2CCCC2)nnc1-c1ccc2c(c1)OCO2
  A: i | B: i | C: 0 | D: 1 | E: i | F: 1 | G: i | H: -8 | I: i | J: -2 | K: i
12) Cc1ccc(S(=O)(=O)N(C)C)cc1NC(=O)/C=C/c1cccs1
  A: i | B: i | C: 6 | D: -4 | E: i | F: 1 | G: i | H: -8 | I: i | J: 1 | K: i
13) C#Cc1ccc(C(=O)NCc2ccc(N3CCCC3=O)cc2)cc1
  A: i | B: i | C: 7 | D: -3 | E: i | F: 6 | G: i | H: -2 | I: i | J: -1 | K: i
14) CCc1ccc(-c2nc(SCC(=O)N(CCOC)c3c(N)n(Cc4ccccc4)c(=O)[nH]c3=O)n[nH]2)cc1
  A: i | B: i | C: 1 | D: -5 | E: i | F: -10 | G: i | H: -13 | I: i | J: 3 | K: i
15) CN(C)C(CNC1CC(C)(C)NC(C)(C)C1)c1cccc(F)c1 (stereo unspecified)
  A: i | B: i | C: 5 | D: -2 | E: i | F: -3 | G: i | H: -1 | I: i | J: 0 | K: i
16) CC1(C(=O)N/N=C/c2ccccc2)CC1(Cl)Cl (stereo unspecified)
  A: i | B: i | C: 3 | D: 1 | E: i | F: -1 | G: i | H: -8 | I: i | J: 1 | K: i
17) O=C(CSc1n[nH]c(=O)n1-c1cccnc1)Nc1ccccc1Cl
  A: i | B: i | C: 3 | D: 0 | E: i | F: -3 | G: i | H: -3 | I: i | J: 0 | K: i
18) CCN1C(=O)NC(c2cc(Br)ccc2OC)C(C(=O)OC)=C1C (stereo unspecified)
  A: i | B: i | C: 5 | D: 3 | E: i | F: 1 | G: i | H: -11 | I: i | J: -1 | K: i
19) CCOC(=O)C1CCCN(c2oc(-c3ccc(F)cc3)nc2C#N)C1 (stereo unspecified)
  A: i | B: i | C: -81 | D: -3 | E: i | F: -3 | G: i | H: -4 | I: i | J: -2 | K: i
20) O=C(Nc1ccc2c(c1)OCCO2)c1ccccn1
  A: i | B: i | C: 9 | D: -8 | E: i | F: 2 | G: i | H: -3 | I: i | J: 11 | K: i
21) COc1cc(CN(C2CCCCC2C)S(=O)(=O)c2ccc(S(=O)(=O)NC3CC3)cc2)cc(OC)c1OC (stereo unspecified)
  A: i | B: i | C: 13 | D: -2 | E: i | F: -3 | G: i | H: -6 | I: i | J: -1 | K: i

Structures listed so far containing sulfur, in the order listed:
Short forms – A = KCNK3 block; B = KCNQ1 act; C = HDAC3 inh; D = GSK3B inh; E = PolyA inh; F = DYRK1A inh; G = RGS4 act; H = hERG rescue; I = KCNQ1 inh; J = GSK3A inh; K = KCNK9 inh
2) Fc1ccc(NC(=S)NCCc2ccccc2)c(F)c1F
  A: i | B: i | C: 6 | D: -4 | E: i | F: 3 | G: i | H: -8 | I: i | J: 1 | K: i
8) CC(C)NC(=O)Cn1c(SCC(=O)N2c3ccccc3CC2C)nc2ccccc21 (stereo unspecified)
  A: i | B: i | C: -3 | D: -1 | E: i | F: 3 | G: i | H: -12 | I: i | J: 1 | K: i
11) Cn1c(SCC(=O)N2CCCC2)nnc1-c1ccc2c(c1)OCO2
  A: i | B: i | C: 0 | D: 1 | E: i | F: 1 | G: i | H: -8 | I: i | J: -2 | K: i
12) Cc1ccc(S(=O)(=O)N(C)C)cc1NC(=O)/C=C/c1cccs1
  A: i | B: i | C: 6 | D: -4 | E: i | F: 1 | G: i | H: -8 | I: i | J: 1 | K: i
14) CCc1ccc(-c2nc(SCC(=O)N(CCOC)c3c(N)n(Cc4ccccc4)c(=O)[nH]c3=O)n[nH]2)cc1
  A: i | B: i | C: 1 | D: -5 | E: i | F: -10 | G: i | H: -13 | I: i | J: 3 | K: i
17) O=C(CSc1n[nH]c(=O)n1-c1cccnc1)Nc1ccccc1Cl
  A: i | B: i | C: 3 | D: 0 | E: i | F: -3 | G: i | H: -3 | I: i | J: 0 | K: i
21) COc1cc(CN(C2CCCCC2C)S(=O)(=O)c2ccc(S(=O)(=O)NC3CC3)cc2)cc(OC)c1OC (stereo unspecified)
  A: i | B: i | C: 13 | D: -2 | E: i | F: -3 | G: i | H: -6 | I: i | J: -1 | K: i
